# SMARCA2 activ: SMARCA2 function activation, primary screen. activation, % at 9.1 µM. AID 652017. 1% of 370,000 active. MG213 cells, MMTV-luciferase reporter, dexamethasone, overnight; in the data active = activation above about 7.8%;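 note: 0% = vehicle wells and 100% = reference activator wells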
# ssDAF12 agonist: S. stercoralis DAF-12 activation, primary screen. HEK293 ssDAF-12/GRIP1 lit1-tk-luc reporter, luminescence; % of 3 µM dafachronic acid response. activation, % at 6.8 µM. 1% of 370,000 active. AID 652126;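 active = activation above the mean over all tested compounds plus 3 SD, cut at about 0.9% in these data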;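 note: 0% = DMSO-only wells and 100% = 3 µM delta7-dafachronic acid wells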
# ADAM17 inh: inhibitors of human ADAM17; P78536; recombinant ADAM17, EDANS/DABCYL FRET peptide cleavage; inhibition, % at 6.95 µM; 0.83% of 370,000 active; AID 720648;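 active = inhibition above the mean of compounds lying between control limits plus 3 SD, set per campaign, cut at about 8.5% in these data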;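 note: 0% = DMSO-only wells as the low control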
# MBD2 inh: blocks human MBD2 binding to methylated DNA; 0.31% of 370,000 active; inhibition, % at 4.4 µM; TR-FRET, MBD2 binding to methylated oligonucleotide; in the data active = inhibition above about 13%
# PLCb3 inh: PLC-beta3 (human) inhibition, primary screen. Q01970. Purified PLC-beta3, fluorogenic substrate, fluorescence. inhibition, % at 12.2 µM. 0.18% of 370,000 active. AID 720704; in the data active = inhibition above about 11%;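 note: 0% = median of compound wells on plate and 100% = full blocker control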
# Target sequence (Q01970 whole entry, looked up): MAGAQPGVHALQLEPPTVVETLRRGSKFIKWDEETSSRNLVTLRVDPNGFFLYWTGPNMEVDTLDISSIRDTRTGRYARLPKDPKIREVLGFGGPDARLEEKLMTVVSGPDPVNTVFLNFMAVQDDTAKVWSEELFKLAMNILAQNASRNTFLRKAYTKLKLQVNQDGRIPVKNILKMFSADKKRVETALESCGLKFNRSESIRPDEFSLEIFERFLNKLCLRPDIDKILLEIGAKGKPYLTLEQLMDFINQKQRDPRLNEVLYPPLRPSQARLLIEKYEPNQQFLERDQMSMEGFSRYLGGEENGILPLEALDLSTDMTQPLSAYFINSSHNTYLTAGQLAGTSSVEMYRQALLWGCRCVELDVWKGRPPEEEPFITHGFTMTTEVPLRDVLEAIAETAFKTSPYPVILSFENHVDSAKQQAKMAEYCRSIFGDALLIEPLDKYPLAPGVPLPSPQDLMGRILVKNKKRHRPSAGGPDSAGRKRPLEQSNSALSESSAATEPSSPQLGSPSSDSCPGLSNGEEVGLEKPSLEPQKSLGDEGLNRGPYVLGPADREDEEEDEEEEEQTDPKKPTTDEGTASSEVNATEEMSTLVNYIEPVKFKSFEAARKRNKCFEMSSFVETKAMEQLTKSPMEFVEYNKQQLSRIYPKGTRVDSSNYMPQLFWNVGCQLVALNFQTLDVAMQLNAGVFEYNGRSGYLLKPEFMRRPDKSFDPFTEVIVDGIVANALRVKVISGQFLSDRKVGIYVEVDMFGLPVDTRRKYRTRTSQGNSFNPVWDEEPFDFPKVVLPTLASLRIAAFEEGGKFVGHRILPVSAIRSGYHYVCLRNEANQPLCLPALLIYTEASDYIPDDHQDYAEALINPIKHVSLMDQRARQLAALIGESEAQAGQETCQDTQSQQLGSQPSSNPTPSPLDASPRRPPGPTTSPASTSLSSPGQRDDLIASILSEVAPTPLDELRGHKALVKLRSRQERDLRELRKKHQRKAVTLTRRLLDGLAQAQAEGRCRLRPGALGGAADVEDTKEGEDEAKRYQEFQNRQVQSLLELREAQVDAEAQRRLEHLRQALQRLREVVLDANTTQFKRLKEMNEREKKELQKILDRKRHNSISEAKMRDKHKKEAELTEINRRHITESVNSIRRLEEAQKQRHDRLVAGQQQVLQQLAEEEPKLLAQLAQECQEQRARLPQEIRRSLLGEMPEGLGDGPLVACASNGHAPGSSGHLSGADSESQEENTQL
# DAX1 inh-1: NR0B1 (DAX1) inhibition; P51843; HEK293 Gal4-DAX1 luciferase reporter, luminescence; inhibition, % at 6.75 µM; 0.99% of 340,000 active; AID 504766;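 active = inhibition above the mean over all tested compounds plus 3 SD, cut at about 4.2% in these data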;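 note: 0% = DAX1-transfected cells with DMSO and 100% = empty-vector control cells with DMSO; inhibition shows as a rise in luminescence from relieved DAX1 repression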
# hcDAF-12 act: H. contortus DAF-12 activation, primary screen; HEK293 hcDAF-12 lit1-tk-luc reporter, luminescence; 0% DMSO, 100% Δ7-dafachronic acid; activation, % at 6.8 µM; 1.4% of 370,000 active; AID 652067;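 active = activation above the mean of all tested compounds plus 3 SD, cut at about 5.5% in these data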;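 note: 100% = response to 3 µM Δ7-dafachronic acid high control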
# PLC-gamma1 inh: PLC-gamma1 (human) inhibition, primary screen; P19174; inhibition, % at 12.2 µM; AID 720700; purified PLC-gamma1, fluorogenic substrate, fluorescence; 0.84% of 370,000 active; in the data active = inhibition above about 9.5%
# DAX1 inh-2: DAX1 (NR0B1) inhibition, primary screen; AID 652010; 1.1% of 370,000 active; inhibition, % at 6.8 µM; HEK293T StAR-luciferase reporter, SF-1/DAX-1 repression relief;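 active = inhibition above the mean over all tested compounds plus 3 SD, cut at about 3.6% in these data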;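 note: 0% = DAX-1 cells with DMSO and 100% = cells lacking DAX-1 with DMSO; higher inhibition means more luminescence from relief of DAX-1 repression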
# hgDAF-12 ag: activates the H. glycines DAF-12 receptor ligand-binding domain | AID 687014 | HEK293 GAL4-hgDAF12 UAS-luciferase reporter, agonist luminescence; normalized to butyrate control | 1.8% of 370,000 active | activation, % at 6.8 µM;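 active = activation above a cutoff set at the mean of all screened compounds plus 3 SD, cut at about 10% in these data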;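 note: 0% = DMSO wells and 100% = sodium butyrate wells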
# Rev-erbA mod: modulates human Rev-erb alpha binding to DNA. P20393. Rev-erbα–FITC-DNA binding, fluorescence polarization, 90 min. activity, % at 10 µM. 0.79% of 370,000 active;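 active = activity above about 14%, limit read from the data; passing the limit was not always enough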;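 note: 0% = DMSO wells with 35 nM protein and 100% = DMSO wells with 750 nM protein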
# Active calls of the source: *; nt = not tested or not shown; & = joins results of further samples.
SMILES,SMARCA2 activ,ssDAF12 agonist,ADAM17 inh,MBD2 inh,PLCb3 inh,DAX1 inh-1,hcDAF-12 act,PLC-gamma1 inh,DAX1 inh-2,hgDAF-12 ag,Rev-erbA mod
CCCS(=O)(=O)N1CCC(C(=O)NCc2ccco2)CC1,2,-0.9,0,1,2,1.4,-2.1,6,0.7,-1.2,3
CCCCCNC(=O)CCn1c(=O)oc2ccccc21,-4,-1.0,-5,-4,2,0.3,-1.5,-2,-0.3,-0.8,1
COc1ccc(S(=O)(=O)NNC(=S)NCCc2ccccc2)c(OC)c1,-1,-0.9,-3,4,-6,0.2,-1.4,0,-0.8,2.9,-4
CC(C)(C)Sc1nc(O)cc(=O)[nH]1,0,-1.1,-2,0,-5,-0.8,0.1,-4,-0.1,0.1,5
CCOC(=O)/C(C#N)=C/c1cc2ccccc2nc1Cl,2,-0.1,-4,1,-23,0.7,3.9,-17,0.5,3.5,0
O=C(Nc1nnc(Cc2ccccc2)s1)c1cccnc1,-2,0.3,4,-6,-1,0.8,0.8,3,0.4,-1.8,-1
O=C(CCC1CCCC1)N1CCN(C2CCCC2)CC1,0,-0.9,-4,9,0,-0.8,-0.6,1,0.1,0.1,2
CCCCC(=O)Nc1c2c(nn1-c1ccc(C)cc1)CS(=O)(=O)C2,-3,-1.2,-1,-5,0,0.4,-0.6,2,0.3,3.2,-4
COc1ccc(CN2CCNC(=O)C2CC(=O)NCCC2=CCCCC2)cc1OC (centres undefined),1,-1.9,-4,5,-5,3.5,-1.5,4,0.4,0.1,1
CC1CCc2c(sc(NC(=O)COC(=O)c3ccccc3NCc3ccco3)c2C#N)C1 (centres undefined),-2,-0.8,-13,-2,-15,1.4,-0.2,-13,-1.1,5.0,2
Cc1ccccc1-c1nc(CN2CCSCC2)c(C)o1,1,-1.3,-1,-2,-1,0.8,-0.3,-1,0.3,0.4,-1
O=C(COc1ccc(-c2nnc(N3CCCCC3)c3ccccc23)cc1)N1CCCCC1,-3,-1.9,-1,-1,-37,-2.1,-1.1,-27,-1.0,-5.1,-5

# Among those listed so far, two have a furan ring, fused or not.
SMILES,SMARCA2 activ,ssDAF12 agonist,ADAM17 inh,MBD2 inh,PLCb3 inh,DAX1 inh-1,hcDAF-12 act,PLC-gamma1 inh,DAX1 inh-2,hgDAF-12 ag,Rev-erbA mod
CCCS(=O)(=O)N1CCC(C(=O)NCc2ccco2)CC1,2,-0.9,0,1,2,1.4,-2.1,6,0.7,-1.2,3
CC1CCc2c(sc(NC(=O)COC(=O)c3ccccc3NCc3ccco3)c2C#N)C1 (centres undefined),-2,-0.8,-13,-2,-15,1.4,-0.2,-13,-1.1,5.0,2

# Additional records follow:
SMILES,SMARCA2 activ,ssDAF12 agonist,ADAM17 inh,MBD2 inh,PLCb3 inh,DAX1 inh-1,hcDAF-12 act,PLC-gamma1 inh,DAX1 inh-2,hgDAF-12 ag,Rev-erbA mod
CCOC(=O)c1c(C)[nH]c(C(=O)C(C)OC(=O)c2ccc(NC(=O)CC#N)cc2)c1C (centres undefined),-1,-1.5,6,-1,-25,-0.9,-0.8,-11,-1.4,-1.2,3
S=c1[nH]nc(-c2cc(-c3ccccc3)n[nH]2)n1N=Cc1cccc(Oc2ccccc2)c1,-1,-1.1,1,2,0,nt,-2.1,-4,0.5,3.6,1
COc1ccc(/C=C/S(=O)(=O)NCC(C)C)c(CNC(=O)OC(C)(C)C)c1,-4,-1.7,-3,-2,-3,nt,-2.7,0,-0.5,-3.5,0
COc1cccc(CN2CCN(Cc3c(C)nn(C(C)C)c3C)CC2CCO)c1 (centres undefined),1,-1.4,0,3,1,1.1,0.1,2,0.1,0.1,2
CC1CCN(S(=O)(=O)c2ccc(NC(=O)c3ccco3)cc2)CC1,-2,-1.2,-3,-1,-5,1.3,-0.8,-1,-0.1,0.4,-3
Cc1cc(OCc2nn[nH]n2)c2c(-c3ccccc3)cc(=O)oc2c1,-2,-1.4,-21,1,-151,0.8,-1.1,-126,-0.7,10,5
O=C(O)CCCC(=O)NNC(=O)c1cccc(Br)c1,0,-0.5,-2,-1,4,0.0,3.0,-2,0.1,-0.3,2
Cc1ccc(NC(=O)CN2CCCCC2)c2c1CC(C)(C)O2,1,-1.1,0,-6,2,-0.7,-0.9,-2,-0.6,-1.5,-6
COc1cc(/C=N/NC(=O)CC(=O)NC2CCCCC2)ccc1O,-4,-1.0,-7,6,-4,-0.5,0.1,1,-0.1,2.1,1
CCOC(=O)CCNC(=O)c1ccc2nc(C3CCCCC3)oc2c1,0,-1.2,1,0,-10,0.8,-1.0,-2,-0.4,0.6,2
Cc1ccc(N/N=C(\C#N)C(=N)N2CCCCCC2)cc1,8.3*,2.0*,-5,0,-5,1.9,12*,4,10*,19*,1
O=C(COC(=O)CN1C(=O)c2ccccc2C1=O)NC1CCCC1,0,-1.3,-3,5,-8,1.1,-1.2,-2,-0.3,0.9,-2
Cc1nnc(SCC(=O)NCC2CCCCC2)n(N)c1=O,1,-0.6,-7,4,-2,-0.6,-0.9,2,-0.1,-0.7,0
Cc1ccc(OCCC(=O)OCC(=O)NC(=O)NCc2ccccc2)cc1,4,-0.3,-5,5,-3,-1.2,0.5,1,1.9,0.3,17*
NC(N)=NS(=O)(=O)c1ccc(N)cc1,-3,-0.4,-4,-1,1,1.2,-1.4,-1,-1.1,-2.1,-7&1&-6
Cc1cc(NC(=O)COC(=O)c2ccco2)no1,2,-0.8,-4,6,2,-0.4,-0.4,-2,-0.8,0.6,1
O=C1CC(NS(=O)(=O)c2ccc([N+](=O)[O-])cc2)CN1c1cccc(F)c1 (centres undefined),4,-0.7,-1,2,-4,0.6,0.1,5,1.6,-1.7,-10
Cc1ccc(S(=O)(=O)N2CCN(C(=O)CCn3cncn3)CC2)cc1,1,-0.9,-3,-3,-4,0.2,-0.8,-1,1.0,3.8,4
CCCNC(=O)Nc1cccc(NC(C)=O)c1,-1,-0.8,-5,1,-6,-0.6,-1.6,0,-0.1,1.3,0
COc1cccc(NC(=O)COC(=O)c2cc(S(=O)(=O)N3CCOCC3)ccc2C)c1,-2,-1.4,-2,-2,0,0.8,-2.2,1,-0.7,-3.0,-3
O=C(OCCc1cc2ccccc2c(=O)o1)c1cccc(Br)c1,1,-1.2,2,-4,0,0.6,-1.0,1,0.4,-1.9,-1
CCOc1c(Cl)cc(/C=N/O)cc1OC,-2,-1.3,-2,-2,0,-0.3,-0.3,2,0.0,4.3,-8
O=C(c1cc2c(s1)CCCC2)N1CCN(Cc2ccc3c(c2)OCO3)CC1,-2,-2.1,-4,6,-1,0.8,-2.0,-3,-0.7,-0.2,4
COc1ccccc1OCc1ccc(C(=O)NCC(C)C)o1,6,-1.1,1,1,3,-1.3,-2.3,2,-0.1,-1.3,1
COc1ccc(C)cc1C(=O)CCC(=O)NCCc1ccc(S(N)(=O)=O)cc1,-3,-0.8,0,5,-17,0.2,1.1,-7,0.5,-4.3,-2
CC(OC(=O)c1cc(=O)c2ccccc2o1)C(=O)c1ccccc1 (centres undefined),-1,-0.3,-4,-3,-2,0.0,0.0,4,-0.9,4.9,0
COc1ccc(N2CCN(C(=O)COc3ccc(Cl)cc3Cl)CC2)cc1,0,-1.4,3,2,2,-0.4,1.2,1,0.1,0.2,1
O=P(c1ccccc1)(c1ccccc1)c1nc(-c2ccccc2)oc1NCc1ccccc1,-4,-1.5,-3,-2,2,2.0,0.9,3,1.0,-0.1,-2
Cc1cccc(CCNS(=O)(=O)c2ccc3c(c2)n(C)c(=O)c(=O)n3C)c1,-1,-1.0,-15,-3,-27,-0.2,0.3,-21,0.7,-2.0,2
COc1cccc(N2CCN(C(=O)CCNS(=O)(=O)c3ccc(F)c(F)c3)CC2)c1,-4,-1.1,-3,0,-17,0.2,0.0,-4,-0.5,0.3,-2
Cn1c(=O)c(C(=O)CCl)c(N)n(Cc2ccccc2)c1=O,0,-1.6,-1,-1,0,0.5,-1.4,-1,-0.7,-1.0,-5
Cn1c(SCC(=O)Nc2cccc(C(=O)O)c2)nnc1-c1cc2cc(Br)ccc2o1,0,-1.7,-6,3,-2,0.4,-0.5,-1,0.3,-2.4,0
COc1ccc(CNC(=O)c2ccc(SC)cc2OC)cc1,-3,-1.5,-2,2,1,-1.7,-1.3,-2,-0.5,2.6,0
COCCN(C(=O)c1ccc(N2C(=O)c3ccccc3C2=O)cc1)c1c(N)n(CC(C)C)c(=O)[nH]c1=O,1,-0.4,1,1,-7,-1.0,0.0,0,0.0,-0.2,-4
O=C(c1cc(-c2ccc(Cl)cc2)n(-c2ccc(Cl)c(Cl)c2)n1)N1CCOCC1,0,-1.1,-1,0,3,2.3,-0.1,2,-0.2,0.4,-1
Cc1ccc(CNC(=O)CC(C)S(=O)(=O)c2cc3c(cc2C)NC(=O)CO3)cc1 (centres undefined),-1,-0.8,0,1,-1,1.1,-2.2,-1,0.4,-2.1,1

# Look-ups from the results shown.
# MBD2 inh with COc1ccc(C)cc1C(=O)CCC(=O)NCCc1ccc(S(N)(=O)=O)cc1 reads 5
# DAX1 inh-1 with COc1ccc(N2CCN(C(=O)COc3ccc(Cl)cc3Cl)CC2)cc1 reads -0.4

# Going on with the list.
SMILES,SMARCA2 activ,ssDAF12 agonist,ADAM17 inh,MBD2 inh,PLCb3 inh,DAX1 inh-1,hcDAF-12 act,PLC-gamma1 inh,DAX1 inh-2,hgDAF-12 ag,Rev-erbA mod
CCN1CCCC1CN(Cc1cc2ccc(C)cc2[nH]c1=O)C(=S)Nc1ccc(OC)cc1 (centres undefined),3,-1.3,0,3,-8,0.7,1.0,-6,0.2,2.4,-5
O=C(O)CCS(=O)(=O)c1ccccc1Cl,3,-1.6,1,6,-7,-0.5,0.0,4,-0.3,17*,-2
Cc1cc(C)c(NC(=O)COC(=O)C2CCC2)c(Cl)c1,4,-1.2,2,-6,-3,0.7,-1.1,4,-0.4,0.4,1
O=C(Nc1ccc(Cl)cn1)c1ccc2[nH]c(=O)c(=O)[nH]c2c1,0,-0.8,-4,-1,-22,0.2,-0.1,-11,-0.1,1.8,1
CC(=O)C[C@H]1c2ccccc2S(=O)(=O)N1C1CCCC1,0,-1.2,-1,3,1,1.3,-0.6,1,0.0,1.3,-2
CCOc1ncccc1C(=O)NNC(=O)c1ccccc1-n1cccc1,2,-1.2,-3,-2,-6,0.5,0.7,1,0.1,1.1,6
COc1ccc(CCNC(=O)c2cc(COc3c(C)cccc3C)on2)c(OC)c1,6,0.8,-8,7,-11,0.5,-0.4,4,2.0,3.9,-7
COc1cc2[nH]c(=S)n(CCCN3CCOCC3)c(=O)c2cc1OC,1,-0.6,1,1,6,-0.6,-1.2,7,0.1,1.6,0
COc1cccc(OCC(=O)Nc2ccccc2-c2ccccc2)c1,-5,-1.7,1,4,2,nt,-2.5,-1,-0.9,-4.1,2
CCOc1ccc(-n2c(SCC(=O)Nc3ccccc3-c3ccccc3)nnc2-c2ccccc2)cc1,-4,-1.8,9.6*,-6,1,nt,-4.7,3,-1.8,2.3,-3
COc1ccccc1N1CCN(Cc2cccc(OC)c2OC)CC1,0,-0.8,5,-7,5,0.5,0.2,7,-0.1,-1.6,-2
Cc1ccc(CCCOC(=O)C[N+]2(C)CCCCC2)cc1,-1,-0.9,-3,-1,-7,-0.3,-0.7,2,0.8,-0.1,-1
Cc1ccc(N2NC(=O)/C(=C/C=C/c3ccco3)C2=O)cc1C,2,-0.2,-5,2,-7,0.4,0.1,-7,0.2,0.2,-1
